High-throughput results as filed in PubChem BioAssay.
RSV CPE inhibition = inhibition of RSV-induced cytopathic effect – HEp-2 cells, primary 10 µM value included (AID 2391); HEp-2 cells, RSV-induced CPE inhibition; higher % means a stronger effect; one-dose CPE inhibition, % at 10 µM; IC50 in µM for titrated hits; hit rate 0.13% among 310,000; in the data active = a potency from the dose series; inconclusive = CPE inhibition mostly from about 23% at the one dose, without a potency; inactive = the rest, 99 in 100 with CPE inhibition below about 21%; also: strong numbers were not always called active
Myeloid diff 2 = myeloid differentiation induction; AID 624256; hit rate 1% among 360,000; ER-HoxA9 myeloid progenitors, lysozyme-GFP differentiation, flow cytometry; calls only at 10 µM;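 active = normalized GFP-positive differentiation at or above the plate's own cutoff, the solvent-only control mean plus 3 SD; inconclusive = no clear call, values can overlap the other calls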;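 also: cells exposed to compound for four days before flow analysis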
WT yeast gro inh = growth inhibition of WT yeast, mitochondrial fusion screen; mitochondrial fusion phenotypic screen, WT strain; inhibition, % at 10 µM; hit rate 2.1% among 190,000; in the data active = inhibition above about 58%; tested in S. cerevisiae
West Nile virus CPE = inhibition of WNV-induced cytopathic effect – cell-based, CPE readout (AID 1621); West Nile virus-infected cells, CPE inhibition; higher % means a stronger effect; CPE inhibition, % at 10 µM; hits with a dose series show IC50 in µM; hit rate 0.02% among 290,000; in the data active = a potency from the dose series; inconclusive = CPE inhibition mostly from about 3.7% at the one dose, without a potency; inactive = the rest, 99 in 100 with CPE inhibition below about 2.2%; also: strong numbers were not always called active
T cell modulator = modulates CD8 T cell binding to vesicles; 2C CD8+ T cell-vesicle binding, flow cytometry; active compounds read low; calls only at 7 µM; hit rate 0.068% among 330,000; AID 2052;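 active = response, share of CD8 T cells binding vesicles, and their 90th percentile fluorescence all below set limits, cut at about 80% in these data, passing the limit was not always enough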
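incubation = binding step 1.5 h, 37 °C, antibody labelling 20 min, ice | test system = 2C mouse CD8+ T cells | read-out basis = percent CD8+ FL2 mean versus row control | controls = Peptide-free naked vesicles (low) and QL9 vesicles with 0.7% DMSO vehicle (high) | detection = flow cytometry of vesicle-bound cells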
b-catenin transl = modulators of beta-catenin nuclear translocation; HeLa beta-catenin nuclear translocation, immunofluorescence imaging; nuclear translocation activity, % at 5 µM; hit rate 0.3% among 190,000; AID 1665;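 active = nuclear translocation activity above 50% at 5 µM, with a well cell count of 50 or more; inconclusive = wells under 50 cells across six images, flagged as toxic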;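 also: per-cell ratio of nuclear to cytoplasmic median beta-catenin stain intensity; plate controls were DMSO negative control for no effect and GSK-3 inhibitor IX positive control for full effect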
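Read-out: Nuclear/cytoplasmic beta-catenin signal ratio, % activation | Assay system: Human HeLa cell line | Times: 24 h compound exposure at 37°C, 5% CO2 | Signal: Fluorescence imaging of beta-catenin antibody stain plus DAPI | Dosing: 5 µM primary, 0.02–20 µM confirmation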
Salmonella PhoP GFP = PhoP-dependent GFP reporter repression – Salmonella Typhimurium, primary screen (AID 1863) | S. Typhimurium PhoP-regulated promoter GFP reporter, 4 h; higher % means a stronger effect | inhibition, % at 50 µM, or IC50 in µM where a hit was titrated | hit rate 0.16% among 300,000;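 active = inhibition over 29.93%, a cutoff 3 SD above the screen mean, later confirmed by dose response; inconclusive = inhibition over 29.93% but no dose response follow-up; inactive = inhibition at most 29.93% or unconfirmed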;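 also: 0% = low Mg2+ inducing control and 100% = high Mg2+ repressing control; strong numbers were not always called active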
Large T inhibition = TAg ATPase/helicase activity blockers – biochemical (AID 1903); hit rate 0.39% among 310,000; SV40 large T antigen ATPase/helicase inhibition assay; higher % means a stronger effect; one-dose inhibition, % at 20 µM; IC50 in µM for titrated hits; in the data active = a potency from the dose series; inconclusive = inhibition mostly from about 32% at the one dose, without a potency; inactive = the rest, 99 in 100 with inhibition below about 32%; also: strong numbers were not always called active
MgcRacGAP inhibition = MgcRacGAP GTPase-activating activity inhibitors, confirmation, biochemical, ADP Hunter fluorescence; MgcRacGAP-stimulated Rac1 GTP hydrolysis, ADP Hunter fluorescence; higher % means a stronger effect; GST-tagged Rac1 F28L mutant substrate; inhibition, % at 30 µM; hits with a dose series show IC50 in µM; hit rate 0.6% among 340,000; AID 624330;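 active = first-screen hits whose inhibition reached a set limit at any dose in the follow-up dose series; inconclusive = inhibition above the set first-screen limit but never retested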;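 also: fluorescence reports GDP produced by GAP-driven GTP hydrolysis; strong numbers were not always called active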
WT yeast gro inh mutant strain = second read-out of WT yeast gro inh, no call of its own (marks repeat the call); inhibition, %; mitochondrial fusion phenotypic screen, mutant strain inhibition
b-catenin transl cell count 5 µM = second read-out of b-catenin transl, no call of its own (marks repeat the call); cell count; measured here: cell count, cytotoxicity flag
T cell modulator vesicle-bound % = also measured in T cell modulator; calls as there; double positive events, %; measured here: CD8+ vesicle-bound cell fraction;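 binding gate set so that unloaded-vesicle control wells show 10% double positive cells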
Myeloid diff 2 GFP+ MAC1+ % = also measured in Myeloid diff 2; calls as there; GFP+ MAC1+ double positive, %; measured here: differentiation confirmed by MAC1 staining
An asterisk follows results filed as active.

How did COC(=O)c1cc(Cl)c(NC(=O)c2ccc(C(C)(C)C)cc2)cc1OC do in these assays?
RSV CPE inhibition: inconclusive; Myeloid diff 2: inactive; WT yeast gro inh: 22.0; T cell modulator: inactive; b-catenin transl: 0.0; Salmonella PhoP GFP: -11.8%; Large T inhibition: -0.1%; MgcRacGAP inhibition: 3.9%; WT yeast gro inh mutant strain: 5.0; b-catenin transl cell count 5 µM: 918; T cell modulator vesicle-bound %: 35.6; Myeloid diff 2 GFP+ MAC1+ %: 5.9

How did Cc1ccc(C(CC(N)=O)c2ccco2)cc1 (stereo unspecified) do in these assays?
RSV CPE inhibition: 1.6%; Myeloid diff 2: inactive; WT yeast gro inh: 1.4; West Nile virus CPE: -0.5%; T cell modulator: inactive; b-catenin transl: -1.0; Salmonella PhoP GFP: 8.9%; Large T inhibition: 17.3%; MgcRacGAP inhibition: -5.5%; WT yeast gro inh mutant strain: 13.5; b-catenin transl cell count 5 µM: 1324; T cell modulator vesicle-bound %: 42.4; Myeloid diff 2 GFP+ MAC1+ %: 1.2

How did CC1Cc2cc(S(=O)(=O)N3CCC(C(=O)N(C)Cc4ccco4)CC3)ccc2N1C(=O)C1CCC1 (stereo unspecified) do in these assays?
RSV CPE inhibition: 7.8%; Myeloid diff 2: inactive; West Nile virus CPE: -0.1%; T cell modulator: inactive; Salmonella PhoP GFP: -10.0%; Large T inhibition: 18.0%; T cell modulator vesicle-bound %: 11.9; Myeloid diff 2 GFP+ MAC1+ %: 2.5

Results for N#C/C(=C\c1ccc(-c2cccc([N+](=O)[O-])c2)o1)C(=O)NCCN1CCOCC1 ?
RSV CPE inhibition: -1.7%; Myeloid diff 2: inactive; WT yeast gro inh: -0.1; West Nile virus CPE: -0.6%; T cell modulator: inactive; b-catenin transl: 0.9; Salmonella PhoP GFP: 0.3%; Large T inhibition: 4.8%; MgcRacGAP inhibition: 8.1%; WT yeast gro inh mutant strain: 24.2; b-catenin transl cell count 5 µM: 1075; T cell modulator vesicle-bound %: 19.9; Myeloid diff 2 GFP+ MAC1+ %: 0.2

How did CC(/C=N/NC(=O)Cc1cc(=O)[nH][nH]1)=C\c1ccccc1 do in these assays?
Myeloid diff 2: inactive; WT yeast gro inh: 11.1; West Nile virus CPE: 0.3%; T cell modulator: inactive; b-catenin transl: -0.6; Salmonella PhoP GFP: 18.7%; Large T inhibition: 29.5%; MgcRacGAP inhibition: 1.7%; WT yeast gro inh mutant strain: 18.4; b-catenin transl cell count 5 µM: 778; T cell modulator vesicle-bound %: 10.8; Myeloid diff 2 GFP+ MAC1+ %: 1.6

What do the screens show for `Cc1c(NC(=O)c2cc(C3CC3)on2)c(=O)n(-c2ccccc2)n1C`?
RSV CPE inhibition: 1.1%; Myeloid diff 2: inactive; WT yeast gro inh: 3.9; West Nile virus CPE: 0.1%; T cell modulator: inactive; Salmonella PhoP GFP: 1.5%; Large T inhibition: -0.3%; MgcRacGAP inhibition: -5.2%; WT yeast gro inh mutant strain: -3.9; T cell modulator vesicle-bound %: 31.4; Myeloid diff 2 GFP+ MAC1+ %: 2.0

How did CC(Oc1ccc(C(C)(C)C)cc1)c1ccnc2nc(/N=C/N(C)C)nn12 (stereo unspecified) do in these assays?
RSV CPE inhibition: 1.0%; Myeloid diff 2: inactive; WT yeast gro inh: -7.5; West Nile virus CPE: -0.9%; T cell modulator: inactive; b-catenin transl: -1.1; Salmonella PhoP GFP: 0.8%; Large T inhibition: 20.0%; MgcRacGAP inhibition: 1.5%; WT yeast gro inh mutant strain: -3.8; b-catenin transl cell count 5 µM: 1008; T cell modulator vesicle-bound %: 29.2; Myeloid diff 2 GFP+ MAC1+ %: 2.5

How did CN(C)CCNc1oc(COc2ccc(-c3ccccc3)cc2)nc1C#N do in these assays?
RSV CPE inhibition: -2.8%; Myeloid diff 2: inactive; WT yeast gro inh: 4.6; West Nile virus CPE: 17.3%; T cell modulator: inactive; b-catenin transl: 0.7; Salmonella PhoP GFP: 3.8%; Large T inhibition: 22.1%; MgcRacGAP inhibition: 19.6%; WT yeast gro inh mutant strain: 8.3; b-catenin transl cell count 5 µM: 1148; T cell modulator vesicle-bound %: 9.3; Myeloid diff 2 GFP+ MAC1+ %: 11.2

How did Fc1ccc(-c2nnc(CSc3nnc4ccccn34)o2)cc1 do in these assays?
RSV CPE inhibition: 1.8%; Myeloid diff 2: inactive; WT yeast gro inh: 10.3; West Nile virus CPE: -0.1%; T cell modulator: inactive; b-catenin transl: 0.1; Salmonella PhoP GFP: 14.6%; Large T inhibition: 14.8%; MgcRacGAP inhibition: -9.7%; WT yeast gro inh mutant strain: 11.9; b-catenin transl cell count 5 µM: 919; T cell modulator vesicle-bound %: 42.6; Myeloid diff 2 GFP+ MAC1+ %: 0.6

Results for NC(=O)C1=CN(Cc2ccc(Cl)cc2)CCC1C(F)(F)F (stereo unspecified) ?
Myeloid diff 2: inactive; West Nile virus CPE: -0.6%; T cell modulator: inactive; b-catenin transl: 1.1; Salmonella PhoP GFP: -1.9%; Large T inhibition: 2.4%; MgcRacGAP inhibition: 6.8%; b-catenin transl cell count 5 µM: 1292; T cell modulator vesicle-bound %: 37.7; Myeloid diff 2 GFP+ MAC1+ %: 0.4

How did Cc1cc(Cl)c2oc(C(=O)N(C)CCCCN3CCOCC3)c(C)c2c1 do in these assays?
RSV CPE inhibition: -0.4%; Myeloid diff 2: inactive; West Nile virus CPE: -0.7%; T cell modulator: inactive; Salmonella PhoP GFP: 5.9%; Large T inhibition: 8.7%; MgcRacGAP inhibition: -3.7%; T cell modulator vesicle-bound %: 60.7; Myeloid diff 2 GFP+ MAC1+ %: 0.3

What do the screens show for `O=C(N/C=C/c1ccco1)OCc1ccccc1`?
RSV CPE inhibition: 2.0%; Myeloid diff 2: inactive; WT yeast gro inh: 1.2; West Nile virus CPE: -0.1%; T cell modulator: inactive; b-catenin transl: 2.0; Salmonella PhoP GFP: -7.3%; Large T inhibition: 8.6%; MgcRacGAP inhibition: 6.9%; WT yeast gro inh mutant strain: 21.7; b-catenin transl cell count 5 µM: 967; T cell modulator vesicle-bound %: 34.4; Myeloid diff 2 GFP+ MAC1+ %: 0.8

What do the screens show for `C=CCc1ccc(OCc2ccc(C(=O)Nc3ccc(NC(C)=O)cc3)o2)c(OC)c1`?
RSV CPE inhibition: 1.5%; Myeloid diff 2: inactive; West Nile virus CPE: -0.2%; T cell modulator: inactive; Salmonella PhoP GFP: -1.1%; Large T inhibition: 7.2%; MgcRacGAP inhibition: 5.4%; T cell modulator vesicle-bound %: 20.8; Myeloid diff 2 GFP+ MAC1+ %: 0.5

How did COc1ccc(-c2ccc(CCC(=O)O)n2-c2ccccc2OC)cc1 do in these assays?
RSV CPE inhibition: 0.2%; Myeloid diff 2: inactive; West Nile virus CPE: 0.0%; T cell modulator: inactive; Salmonella PhoP GFP: 15.7%; Large T inhibition: 25.7%; MgcRacGAP inhibition: 2.9%; T cell modulator vesicle-bound %: 19.5; Myeloid diff 2 GFP+ MAC1+ %: 0.2

How did O=C(c1cc([N+](=O)[O-])cc([N+](=O)[O-])c1)N1CCCc2ccccc21 do in these assays?
RSV CPE inhibition: 2.1%; Myeloid diff 2: inactive; WT yeast gro inh: 19.6; West Nile virus CPE: -1.1%; T cell modulator: inactive; b-catenin transl: -0.8; MgcRacGAP inhibition: 7.7%; WT yeast gro inh mutant strain: 10.8; b-catenin transl cell count 5 µM: 1046; T cell modulator vesicle-bound %: 11.0; Myeloid diff 2 GFP+ MAC1+ %: 0.6

Results for CCCCn1c(N)c(N(CC(C)C)C(=O)C2CCCO2)c(=O)[nH]c1=O (stereo unspecified) ?
RSV CPE inhibition: -0.8%; Myeloid diff 2: inactive; T cell modulator: inactive; Salmonella PhoP GFP: -5.9%; Large T inhibition: 19.1%; MgcRacGAP inhibition: 2.8%; T cell modulator vesicle-bound %: 18.1; Myeloid diff 2 GFP+ MAC1+ %: 1.2

How did Cc1ccc(/C=C2\CCOC2=O)cc1 do in these assays?
RSV CPE inhibition: 2.0%; Myeloid diff 2: inactive; West Nile virus CPE: 0.0%; T cell modulator: inactive; b-catenin transl: -3.0; Salmonella PhoP GFP: -1.2%; Large T inhibition: 10.9%; MgcRacGAP inhibition: 3.3%; b-catenin transl cell count 5 µM: 1063; T cell modulator vesicle-bound %: 9.2; Myeloid diff 2 GFP+ MAC1+ %: 0.4

How did CCOC(=O)C1=C(C)NC(C)=C(C(=O)OCC)C1C(=O)OCC(=O)c1ccc2c(c1)OCCO2 do in these assays?
RSV CPE inhibition: 2.6%; Myeloid diff 2: inactive; WT yeast gro inh: -24.7; West Nile virus CPE: -0.6%; T cell modulator: inactive; b-catenin transl: -2.5; Salmonella PhoP GFP: -3.5%; Large T inhibition: 11.6%; MgcRacGAP inhibition: 7.8%; WT yeast gro inh mutant strain: -18.1; b-catenin transl cell count 5 µM: 1078; T cell modulator vesicle-bound %: 32.6; Myeloid diff 2 GFP+ MAC1+ %: 0.3

How did O=C(N/N=C/c1ccc(Br)s1)c1ccccn1 do in these assays?
RSV CPE inhibition: -0.7%; Myeloid diff 2: inactive; WT yeast gro inh: 0.1; West Nile virus CPE: -0.4%; T cell modulator: inactive; b-catenin transl: -1.1; Salmonella PhoP GFP: 10.0%; Large T inhibition: 6.3%; MgcRacGAP inhibition: 7.6%; WT yeast gro inh mutant strain: 0.8; b-catenin transl cell count 5 µM: 996; T cell modulator vesicle-bound %: 33.8; Myeloid diff 2 GFP+ MAC1+ %: 0.6

Results for CC(C)N(Cc1nc(-c2ccc3c(c2)OCO3)no1)Cc1nccn1C ?
RSV CPE inhibition: 1.4%; Myeloid diff 2: inactive; WT yeast gro inh: 2.9; West Nile virus CPE: -0.6%; T cell modulator: inactive; b-catenin transl: 0.8; Salmonella PhoP GFP: -4.7%; Large T inhibition: 4.2%; MgcRacGAP inhibition: 1.3%; WT yeast gro inh mutant strain: -0.1; b-catenin transl cell count 5 µM: 1072; T cell modulator vesicle-bound %: 56.0; Myeloid diff 2 GFP+ MAC1+ %: 0.1
